PI5P4K alpha inh – inhibitors of human PI5P4K alpha; P48426; PI5P4Kalpha enzyme, ADP-Glo luminescence, 60 min; hits give low values; max response, %; 1.2% of 330,000 active; AID 652105; active = max response of -50% or lower; inconclusive = between -30% and -50%; inactive = -30% or higher; also: value at the top dose of about 77 µM; % is scaled to controls: 0 for no effect and ±100 for the full control effect
Target sequence (P48426 whole entry, looked up): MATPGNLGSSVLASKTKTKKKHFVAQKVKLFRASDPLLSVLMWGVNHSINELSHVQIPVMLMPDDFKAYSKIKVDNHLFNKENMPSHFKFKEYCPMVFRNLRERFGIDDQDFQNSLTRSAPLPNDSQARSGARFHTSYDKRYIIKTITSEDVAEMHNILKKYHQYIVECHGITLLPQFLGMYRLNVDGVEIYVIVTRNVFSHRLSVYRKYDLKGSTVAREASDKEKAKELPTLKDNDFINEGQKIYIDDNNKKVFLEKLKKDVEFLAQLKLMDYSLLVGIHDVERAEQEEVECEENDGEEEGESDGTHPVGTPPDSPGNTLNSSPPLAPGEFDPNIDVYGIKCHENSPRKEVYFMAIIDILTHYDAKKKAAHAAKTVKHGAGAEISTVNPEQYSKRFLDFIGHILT
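Compounds were pin-transferred onto PI5P4Kalpha and substrate in HEPES pH 7.4 buffer with EGTA, CHAPS and 5% DMSO. ATP (5 microM final) started the reaction, which ran 60 minutes at room temperature before ADP-Glo detection.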
PLK1 PBD inh – blocks phosphopeptide binding to human PLK1 polo-box domain | P53350 | Plk1 PBD binding of FITC phosphopeptide, fluorescence polarization | Potency, µM, inactives show max response, negative = inhibition, hits mostly inhibitors | 2.8% of 360,000 active; also: potency is read from the fitted curve at half-maximal effect; series mostly up to about 57 µM; % is scaled to controls: 0 for no effect and ±100 for the full control effect; nearly all actives have a fitted effect of over 65% in size
Target sequence (P53350 whole entry, looked up, the tested form may be a part): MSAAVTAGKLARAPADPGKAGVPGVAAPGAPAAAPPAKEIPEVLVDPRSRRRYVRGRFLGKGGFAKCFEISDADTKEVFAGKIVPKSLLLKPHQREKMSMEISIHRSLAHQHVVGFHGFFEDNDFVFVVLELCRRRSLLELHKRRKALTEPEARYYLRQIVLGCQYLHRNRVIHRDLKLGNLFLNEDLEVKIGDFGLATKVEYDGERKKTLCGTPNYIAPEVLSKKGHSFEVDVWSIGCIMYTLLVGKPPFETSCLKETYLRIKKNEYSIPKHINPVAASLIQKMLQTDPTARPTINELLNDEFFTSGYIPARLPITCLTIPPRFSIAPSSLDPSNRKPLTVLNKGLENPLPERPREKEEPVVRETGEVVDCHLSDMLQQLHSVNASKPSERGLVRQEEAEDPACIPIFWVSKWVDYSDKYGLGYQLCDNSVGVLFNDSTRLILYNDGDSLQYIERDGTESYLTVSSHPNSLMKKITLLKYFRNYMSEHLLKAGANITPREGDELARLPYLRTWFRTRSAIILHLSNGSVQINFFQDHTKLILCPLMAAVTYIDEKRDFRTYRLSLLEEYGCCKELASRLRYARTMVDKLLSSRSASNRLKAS
WRN helicase inh – blocks human WRN helicase; Potency, µM (top dose mostly 114 µM), without a hit: at the highest dose activity change, negative = inhibition, usual class: inhibitors; 0.46% of 360,000 active; WRN helicase unwinding, fluorescent forked duplex, kinetic; also: potency is read from the fitted curve at half-maximal effect; % is scaled to controls: 0 for no effect and ±100 for the full control effect; nearly all actives have a fitted effect of over 55% in size
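WRN at 20 nM final was preincubated with compound for 15 min at room temperature; reaction started with 100 nM forked duplex oligonucleotide carrying fluorophore and quencher plus 2 mM ATP (final). Unwinding followed kinetically by red fluorescence (ex 525/em 598 nm).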
EPAC1 antag – EPAC1 (human) antagonism | O95398 | EPAC1 GEF assay, Rap1b-BODIPY-GDP exchange fluorescence | 0.14% of 360,000 active | Potency, µM (highest dose often 115 µM), without a hit: at the top dose activity change, negative = inhibition, usual class: inhibitors | AID 720709;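 also: potency is read from the fitted curve at half-maximal effect; plate controls were vehicle for no effect and positive control for full effect; nearly all actives have a fitted effect of over 50% in size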
Mm-Cpn inhibitor – inhibitors of Methanococcus maripaludis chaperonin (MmCpn); purified Mm-Cpn ATPase, ADP Transcreener TR-FRET; 0.031% of 330,000 active; Potency, µM (top dose mostly 76.9 µM), without a hit: top-dose activity, negative = inhibition, most hits filed as inhibitors; also: potency is read from the fitted curve at half-maximal effect; % is scaled to controls: 0 for no effect and ±100 for the full control effect; nearly all actives have a fitted effect of over 80% in size
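Reaction buffer contained 30 mM Tris pH 7.4, 100 mM KCl, 5 mM MgCl2 and 1 mM DTT. Mm-CPN (25 nM final) hydrolysed 10 uM ATP over 30 min at 37°C; ADP was read by HTRF.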
CCT modulator – changes cytosolic chaperonin activity | activity change, % (no concentration beside the values), hits read low | purified chaperonin ATPase assay, HTRF ADP detection, 30 min | 0.3% of 360,000 active; in the data active = activity change below about -30%; also: % is scaled to controls: 0 for no effect and ±100 for the full control effect
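Enzyme 40 or 20 nM (batch-dependent) in Tris pH 7.4/KCl/MgCl2/DTT; cpd 76 uM single point; ATP 10 uM; 30 min 37 °C; Transcreener ADP HTRF detection, 30 min RT; ratio 665/615.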
EPAC2 antag – antagonists of human EPAC2; Q8WZA2; EPAC2 GEF exchange of Rap1B-BODIPY-GDP, fluorescence; Potency, µM (titrated, usually from 114 µM), for inactives: at the highest dose activity, negative = inhibition, hits mostly inhibitors; 0.18% of 360,000 active; also: potency is read from the fitted curve at half-maximal effect; % is scaled to controls: 0 for no effect and ±100 for the full control effect; nearly all actives have a fitted effect of over 45% in size; many of its hits are not listed in these tables
EPAC1 ag – EPAC1 (human) agonism; 0.073% of 360,000 active; AID 720707; Potency, µM (highest dose often 154 µM), without a hit: at the highest dose activation, usual class: activators; O95398; EPAC1 agonist qHTS, biochemical assay; response scale: 100% = response to 6.5 mM cAMP; also: potency is read from the fitted curve at half-maximal effect; nearly all actives have a fitted effect of over 60% in size
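Read-out is the fluorescence drop as BODIPY-GDP leaves Rap1B (480 nm excitation, 540 nm emission), recorded every 5 minutes over 30 minutes. Reactions held 100 nM EPAC1, 250 nM Rap1B–BODIPY-GDP and 50 uM GDP, with 6.5 mM cAMP setting full activation.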
Numbers without * were called inactive; ? = inconclusive; . = no result given; & = joins results of further samples; [ ] = remark or other dose. Unless noted, calls follow the shape of the dose curve; as a rule, active = well fitted curve in the direction sought with a large enough effect; inconclusive = small, poorly fitted or top-dose-only effect, or another doubt; inactive = no such curve, though single readings can be large; an effect the other way counts as inactive or inconclusive. An excerpt (hit frequency here may not be typical).

cpd	EPAC1 ag	EPAC1 antag	PLK1 PBD inh	CCT modulator	PI5P4K alpha inh	EPAC2 antag	WRN helicase inh	Mm-Cpn inhibitor	Structure
1	3%	-13%	-8%	0.3	-5	-9%[57.1 µM]	6%	-4%	COc1ccc(/C=C2/SC(=O)N(CCC(=O)Nc3ccccc3)C2=O)cc1OC
2	-12%	-6%	-6%	0.9	-3	10%	-30%	4%	CCOc1ccc(N2CC(C(=O)Nc3ccc(F)cc3F)CC2=O)cc1 (centres undefined)
3	-7%	-19%	-14%	-3.1	-1	?	9%	2%	CC(C)NC(=O)C(c1ccc(F)cc1)N(C(=O)CCC(=O)Nc1ccccn1)c1cccc(F)c1 (centres undefined)
4	2%	5%	-7%	-6.9	-8	-4%	0%	-3%	O=c1[nH]c(C2CCCN(S(=O)(=O)Cc3ccccc3)C2)nc2c1nnn2Cc1cccc(Cl)c1 (centres undefined)
5	-3%	16%	0%	0.4	.	8%	-2%	0%	O=c1cnc2ccccc2n1CC1CCCCC1
6	24%	-4%	-9%	-0.9	0	-27%	-10%	-14%	CCOc1ccccc1NC(=O)CN1c2cccc3cccc(c23)S1(=O)=O
7	6%	-1%	-2%	-1.2	.	0%	2%	-4%	O=C(O)C1CCCCC1C(=O)NCCCn1ccnc1 (centres undefined)
8	-5%	3%	-8%	0.9	0	1%	-16%	-4%	Cc1cc(F)ccc1N1CCC(N2CCN(C(C)C)C(CCO)C2)CC1 (centres undefined)
9	-9%	4%	0%	0.8	-3	0%	8%	-17%	COC(=O)CN1C(=S)N(C)C(=O)/C1=C/c1cccs1
10	3%	14%	-30%	1.5	.	15%	6%	-1%	CCc1c(C)sc(NC(=O)c2ccco2)c1C(=O)N1CCCCC1
11	-2%	-4%	-1%	-1.0	.	-3%	-4%	1%	CNC(=O)COC(=O)c1nc(-n2nc(C)cc2C)ccc1Cl
12	9%	5%	-5%	1.8	-2	9%	1%	.	Nc1ncnc2c1cnn2C1CC(O)C(CO)O1 (centres undefined)
13	-3%	8%	-10%	-1.0	-3	10%	-3%	1%	O=C(NCC1CCCN(C(=O)c2cc(Cl)ccc2F)C1)c1ccc(F)cc1 (centres undefined)
14	-15%	-29%	3%	-1.9	-2	5%	-11%	3%	CC(C)(C)NC(=O)C(c1c[nH]c2ccccc12)N(C(=O)Cn1nnc(-c2ccc(Cl)cc2)n1)c1ccccc1F (centres undefined)
15	3%	-13%	-8%	-8.7	-9	0%	2%	0%	COc1ccccc1NS(=O)(=O)c1ccc(C)c(NC(=O)C2CCCO2)c1 (centres undefined)
16	-5%	7%	-9%	-0.3	-6	-1%	3%	-2%	CC(=NCCN1CCN(C(C)=C2C(=O)c3ccccc3C2=O)CC1)C1=C(O)CC(C)(C)CC1=O
17	11%	-10%	-12%	-0.7	3	-18%	-12%	3%	CCOC(=O)C1=CN(Cc2ccc(Br)cc2)S(=O)(=O)N(C)C1C (centres undefined)
18	-3%	6%	-11%	-0.4	-1	0%	7%	1%	Cc1ccc2ncccc2c1NC(=S)NC(=O)c1ccccc1
19	-7%	-5%	2%	2.5	-5	12%	0%	-2%	Cc1[nH]c2c(ccc3ccccc32)c1C1C(CCN)C1(C)C (centres undefined)
20	9%	3%	-4%	1.7	4	-2%	-13%	-1%	CCn1cc(C(=O)N2CCCC(C(=O)c3ccc4ccccc4c3)C2)cn1 (centres undefined)
21	-2%	-3%	-5%	-0.9	1	7%	18%	0%	O=C(N/N=C/c1cccc2ccccc12)C(=O)N1CCCC1
22	7%	-26%	1%	-1.3	8	-4%	-2%	1%	COC1CCN(C(=O)c2cc(COc3ccc(-n4cncn4)cc3)on2)CC1
23	10%	-2%	-7%	-4.3	.	5%	-11%	-1%	CCn1c2ccccc2c2nnc(SCc3ccc(C(=O)OC)o3)nc21
24	11%	-14%	-19%	-3.2	-12	2%	-23%	0%	COc1ccc(/C=N/NC(=O)COc2cccc3ccccc23)c(C(=O)O)c1OC
25	6%	1%	-3%	3.3	-5	-7%	-5%	0%	O=C(Nc1nccs1)C1CCN(S(=O)(=O)c2c(Cl)cccc2Cl)CC1
26	8%	4%	-6%	-2.5	.	0%	-7%	0%	O=C(Nc1nc(-c2ccccc2)ns1)c1cccs1
27	2%	2%	-6%	-0.2	-3	6%	9%	0%	O=C(c1cccs1)N1CCN(c2ccc(F)cc2)CC1
28	0%	-13%	-3%	-1.4	2	2%	-5%	1%	CNC(=S)NCCc1ccccc1
29	-1%	7%	-3%	-4.7	7	7%	7%	-2%	Cc1sc(=NC(=O)c2ccco2)n(C)c1-c1ccc(F)cc1
30	-15%	1%	-4%	-0.5	1	?	-1%	1%	C[C@H]1CCC(=O)N([C@H](CSc2ccccc2)Cc2ccccc2)CC1
31	-11%	5%	-1%	-2.1	3	2%	-3%	.	Nc1ncnc2c1ncn2[C@@H]1O[C@H](C(=O)N(CCC2=CCCCC2)CC2CC2)[C@@H](O)[C@H]1O
32	0%	2%	-9%	-1.1	-7	13%	6%	0%	O=C(CC1C(=O)NCCN1Cc1ccc(Cl)c(F)c1)NCC1CCOCC1 (centres undefined)
33	0%	19%	-8%	-0.8	1	2%	-3%	-2%	O=C(c1cccs1)N1CCC(C(=O)N2CCN(Cc3ccc4c(c3)OCO4)CC2)CC1
34	-18%	10%	.	.	.	-7%	.	2%&1%	COc1cccc(-c2ccc3ncnc(NCc4cccnc4)c3c2)c1
35	18%	10%	-10%	1.4	1	-6%	-3%	1%	O=C(O)Cc1csc(NC(=O)CSc2cccc(C(=O)O)n2)n1
36	5%	8%	24µM*	2.0	.	6%	-2%	-2%	O=C(CSc1ccccc1)Nc1ccc(S(=O)(=O)NCC2CCCO2)cc1 (centres undefined)
37	5%	-6%	-11%	-1.1	0	5%	-11%	-2%	C=CCc1cc(Cl)ccc1OCCCNCCO
38	-1%	-21%	-5%	1.0	3	-7%	-16%	2%	CCOC(=O)c1nnn(-c2nonc2-n2cccc2)c1CN1CCCCC1
39	4%	-8%	-7%	-2.1	2	-11%	3%	0%	O=C(O)COCC(=O)N1CCc2c([nH]c3ccccc23)C1C(F)(F)F (centres undefined)
40	-10%	9%	-23%	0.3	.	-3%	-9%	0%	Cc1ccc(C)c(S(=O)(=O)C(C#N)c2nc3ccccc3nc2N2CC(C)OC(C)C2)c1 (centres undefined)
41	4%	-9%	-7%	-0.1	1	-5%	-3%	2%	O=C(N/C(=C\c1ccc(Cl)cc1)C(=O)N1CCCCC1)c1ccco1
42	5%	-8%	-4%	1.4	0	-5%	0%[11.6 µM]	-2%	Cc1ccc(NC(=O)CN(C)C(=O)c2ccc(OCc3cn4ccccc4n3)cc2)cc1
43	-1%	7%	-7%	-0.2	.	8%	-4%	1%	C=CCn1c(SCc2ccc(C(=O)Nc3ccccc3)cc2)nnc1-c1ccccc1
44	6%	3%	1%	0.2	-2	-2%	0%[57.1 µM]	-6%	Cc1cccn2c(=O)c(/C=C(\C#N)C(=O)NC3CCS(=O)(=O)C3)c(N3CCC(C)CC3)nc12 (centres undefined)
45	-2%	5%	-7%	0.4	3	10%	1%	1%	COC(=O)CSc1nnc(CSc2nc(C)cc(C)n2)n1Cc1ccco1
46	5%	1%	-2%	-3.3	-1	-29%	3%	-1%	CCOc1ccccc1C1C(C#N)=C(SCC(=O)OC)NC(=O)C1C(=O)OC (centres undefined)
47	4%	-9%	-9%	0.6	-2	2%	-7%	1%	O=C(c1ccc(Cl)c(NC2=NC3CS(=O)(=O)CC3S2)c1)N1CCN(c2ccc(F)cc2)CC1 (centres undefined)
48	6%	?	0%	1.7	0	-1%	-3%	3%	COC(=O)c1nnn(CC(=O)NC(=O)Nc2ccccc2)c1C(=O)OC
49	6%	2%	-3%	-1.8	1	13%	4%	2%	CC(C)=CCN1CCN(Cc2cccnc2)CC1CCO (centres undefined)
50	2%	0%	-2%	0.0	-1	-1%	-1%	1%	CCc1cc2ccccc2nc1Cl

Next section, starting with the last 3 of the part before.
cpd	EPAC1 ag	EPAC1 antag	PLK1 PBD inh	CCT modulator	PI5P4K alpha inh	EPAC2 antag	WRN helicase inh	Mm-Cpn inhibitor	Structure
48	6%	?	0%	1.7	0	-1%	-3%	3%	COC(=O)c1nnn(CC(=O)NC(=O)Nc2ccccc2)c1C(=O)OC
49	6%	2%	-3%	-1.8	1	13%	4%	2%	CC(C)=CCN1CCN(Cc2cccnc2)CC1CCO (centres undefined)
50	2%	0%	-2%	0.0	-1	-1%	-1%	1%	CCc1cc2ccccc2nc1Cl
51	-10%	13%	4%	-0.2	3	-3%	13%	0%	Cc1ccc(C2=NCCn3c2c2ccc(C(F)(F)F)cc2[n+]3[O-])cc1
52	3%	19%	-3%	0.9	-4	21%	-2%	-1%	COc1ccc(C(=O)COC(=O)CN2C(=O)C3C4C=CC(C4)C3C2=O)cc1 (centres undefined)
53	2%	?	?	0.0	3	?	-3%	1%	COC(=O)c1c(-c2ccc(C)cc2)csc1N
54	10%	-12%	-6%	-0.4	-3	8%	-17%	0%	O=C(Cc1ccc([N+](=O)[O-])cc1)NC(C(=O)O)C(O)c1cccc([N+](=O)[O-])c1 (centres undefined)
55	12%	-10%	-3%	-5.3	3	-18%[57.1 µM]	-8%	0%	c1ccc(-c2nc(-n3nc4ccccc4n3)nc3ccccc23)cc1
56	14%	-19%	-4%	-1.8	9	-2%	-9%	-6%	CC(=O)Nc1ccc(NC(=O)c2ccc(C)c(S(=O)(=O)Nc3cccc(C)c3)c2)cc1
57	-6%	-5%	-5%	-0.5	-5	3%	17%	-1%	CCN(c1ccccc1)S(=O)(=O)c1nnc(NC(=O)C(C)C)s1
58	-2%	9%	-7%	0.1	4	16%	11%	0%	COC(=O)NNC(=O)COc1cc(C)ccc1C
59	-5%	-5%	5%	-1.6	-1	1%	-9%[57.1 µM]	-4%	COc1ccc(CNC(=O)COC(=O)/C=C/c2cccc(Br)c2)cc1
